Assay outcomes (PubChem BioAssay)
KCNQ1 block = inhibitors of human KCNQ1 channel, primary screen, cell-based, thallium flux, high-throughput | CHO-K1 KCNQ1, FluxOR thallium flux fluorescence; stronger effect = higher value | B-score at 10 µM | hit rate 1.3% among 310,000;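 active = compounds whose thallium flux B-score, printed positive for inhibition, exceeds three library SD while starting fluorescence stays within three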;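 also: channel opened by potassium depolarization with thallium stimulus after 20 min compound exposure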
HDAC3 inhib = HDAC3 deacetylase inhibitors, primary screen, biochemical, fluorescence, cell-free homogeneous | hit rate 0.15% among 320,000 | inhibition, % at 8.3 µM | recombinant HDAC3, fluorogenic peptide/trypsin coupled | AID 2718, 2010 | Histone deacetylase 3 (Homo sapiens), O15379; in the data active = inhibition above about 26%, passing the limit was not always enough; inconclusive = no clear call, values can overlap the other calls
hERG protect = hERG rescue from dofetilide block, primary screen, cell-based, CHO-hERG, FluxOR thallium flux, dofetilide IC70. Voltage-gated inwardly rectifying potassium channel KCNH2 (Homo sapiens), Q12809. dofetilide IC70 present. activation (rescue from dofetilide block), less the hit threshold, % at 10 µM. hit rate 0.51% among 310,000;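 active = activation above the mean of controls blocked by dofetilide plus 5 SD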;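 also: thallium influx through hERG after potassium depolarization seen as dye fluorescence rise; in these data hits start at about 4.7%; inactives centre near -7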
RGS4 pot = RGS4 potentiators or activators, primary screen, cell-based, HEK293 M3R inducible RGS4, calcium flux; hit rate 0.92% among 310,000; B-score at 10 µM; carbachol calcium flux Fluo4; stronger effect = lower value;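 active = B-score of the integrated calcium signal more than 4 SD below the library mean, with starting fluorescence not abnormally high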;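 also: negative B-score means reduced calcium response which marks RGS4 activation or potentiation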
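Detection: kinetic calcium fluorescence imaging with Fluo4-AM dye, 2 µM / Material: HEK293 cells with stable M3R and inducible RGS4 / Schedule: recording 10 s baseline at 1 Hz, 100 s post-agonist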
KCNK9 block = KCNK9 potassium channel inhibitors, primary screen, HEK293 cells, thallium flux | Potassium channel subfamily K member 9 (Homo sapiens), Q9NPC2 | FluxOR thallium flux fluorescence; stronger effect = lower value | B-score at 10 µM | hit rate 1.2% among 310,000 | AID 488922, 2010;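 active = ratio B-score over 3 SD below the library mean, with starting fluorescence within 5 SD of its mean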;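 also: negative B-score means less thallium flux so channel inhibition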
Target sequence (Q9NPC2 whole entry, looked up): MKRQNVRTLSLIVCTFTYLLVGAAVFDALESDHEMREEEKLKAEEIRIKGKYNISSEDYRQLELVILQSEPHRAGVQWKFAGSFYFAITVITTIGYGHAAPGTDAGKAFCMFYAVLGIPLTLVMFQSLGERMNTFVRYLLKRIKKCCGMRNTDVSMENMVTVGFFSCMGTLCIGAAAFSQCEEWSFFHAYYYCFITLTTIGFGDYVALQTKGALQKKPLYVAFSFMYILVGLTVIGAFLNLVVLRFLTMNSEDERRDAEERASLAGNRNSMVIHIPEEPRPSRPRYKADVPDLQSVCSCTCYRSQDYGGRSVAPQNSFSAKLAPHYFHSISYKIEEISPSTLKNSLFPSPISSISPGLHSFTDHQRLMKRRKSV
ANO1 block = TMEM16A chloride channel inhibitors, primary screen, cell-based, HTS; HEK293 TMEM16A/YFP iodide influx fluorescence, ionomycin; normalized B-score (activity score, 25-100; higher = stronger inhibition) at 10 µM; hit rate 1.2% among 310,000;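 active = ratio plate-corrected score three or more library SD toward inhibition, starting fluorescence score within five deviations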;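 also: score derived from kinetic fluorescence span divided by baseline fluorescence per well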
RGS4 block = RGS4 inhibitors, primary screen, cell-based, HEK293 M3R inducible RGS4, calcium flux | AID 463165, 2010 | Fluo-4 calcium flux; stronger effect = higher value; triggered by carbachol at its EC20 | B-score at 10 µM | Regulator of G-protein signaling 4 (Homo sapiens), P49798 | hit rate 0.45% among 310,000;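 active = B-score, a plate-corrected calcium signal, over three deviations above library mean, with baseline fluorescence within five deviations of library mean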;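 also: RGS4 expression induced by doxycycline in cells with stable M3 receptor; B-score is computed from the integrated fluorescence ratio over baseline after carbachol; higher B-score means a larger calcium signal and so more RGS4 inhibition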
Target sequence (P49798 whole entry, looked up): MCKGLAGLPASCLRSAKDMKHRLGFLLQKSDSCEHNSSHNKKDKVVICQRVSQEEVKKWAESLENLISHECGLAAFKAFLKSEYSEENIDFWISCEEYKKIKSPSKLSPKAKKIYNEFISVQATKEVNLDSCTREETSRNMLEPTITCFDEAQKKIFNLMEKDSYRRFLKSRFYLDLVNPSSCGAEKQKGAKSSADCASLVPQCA
KCNK3 inh = human KCNK3 channel inhibitors, primary screen, CHO cells, FluxOR thallium flux, B-score; Potassium channel subfamily K member 3 (Homo sapiens), O14649; AID 602410, 2012; B-score at 10 µM; hit rate 0.84% among 340,000; FluxOR fluorescence; stronger effect = lower value;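 active = B-score under library mean minus 4 SD, starting fluorescence ratio at most library mean plus 5 SD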;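 also: more negative B-score means stronger inhibition of thallium flux through KCNK3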
Target sequence (O14649 whole entry, looked up): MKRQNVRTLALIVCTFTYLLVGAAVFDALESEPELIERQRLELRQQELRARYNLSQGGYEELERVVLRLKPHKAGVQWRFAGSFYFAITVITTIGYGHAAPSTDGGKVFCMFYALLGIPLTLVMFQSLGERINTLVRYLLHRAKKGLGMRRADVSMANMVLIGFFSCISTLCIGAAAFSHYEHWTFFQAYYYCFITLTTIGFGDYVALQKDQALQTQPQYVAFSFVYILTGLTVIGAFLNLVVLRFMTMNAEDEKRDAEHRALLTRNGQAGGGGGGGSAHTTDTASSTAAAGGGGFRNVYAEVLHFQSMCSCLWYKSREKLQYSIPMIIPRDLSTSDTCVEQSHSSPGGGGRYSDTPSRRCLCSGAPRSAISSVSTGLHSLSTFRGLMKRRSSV
ANO1 activ = TMEM16A chloride channel activators or potentiators, primary screen, cell-based, HTS | B-score at 10 µM | HEK293 TMEM16A/YFP-H148Q/I152L, iodide quench fluorescence; stronger effect = lower value | hit rate 0.3% among 340,000;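 active = fluorescence-ratio B-score plate-corrected deviation score at least 3 library SD below zero, with starting fluorescence score within 5 deviations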;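 also: channel opened by trigger with iodide after compound preincubation; score built on the fluorescence ratio of max minus min over baseline; more negative score means more quench and so TMEM16A activation or potentiation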
SKKanGAS inh = S. pyogenes SKKanGAS growth inhibitors in kanamycin, primary screen, streptokinase expression inhibitor project, SKKanGAS strain, BacTiter-Glo luminescence. AID 1662, 2009. inhibition, % at 7.5 µM. hit rate 1.3% among 300,000. 6 h;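 active = mean replicate score, as percent of positive control median, at least 50; inconclusive = mean below 50 but one replicate at or above 50; inactive = mean and every replicate below 50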;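 also: strain carries kanamycin resistance gene driven by streptokinase promoter and grows in 40 µg/ml kanamycin; loss of luminescence reflects streptokinase promoter inhibition or plain growth inhibition; 0% = median of DMSO wells and 100% = positive control at its reference dose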
KCNQ1 pot = potentiators or activators of KCNQ1 channel, primary screen, cell-based, thallium flux, high-throughput; Potassium voltage-gated channel subfamily KQT member 1 (Homo sapiens), P51787; CHO-K1 KCNQ1, thallium flux FluxOR fluorescence; stronger effect = higher value; B-score at 10 µM; hit rate 0.35% among 310,000; AID 2648, 2010;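 active = fluorescence ratio B-score, a plate-corrected score, at least three library SD, with initial intensity B-score within 5 SD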
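assay system = CHO-K1 cells stably expressing KCNQ1 | medium = assay buffer, equal DMSO in all wells | timing = 37 °C overnight plating, 90-min dark dye load, 20-min compound pretreatment | measured by = kinetic FluxOR thallium fluorescence, 10-s 1-Hz baseline, 110-s post-stimulus read | measure = fluorescence change relative to baseline, converted to B score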
The depositor's hits bear a star. Compounds were not picked by outcome, and some 6.3% of all compounds hit somewhere here.

Screening CCN(CC)c1ccc(NS(=O)(=O)c2ccc(OC)cc2)cc1 returned KCNQ1 block inactive, HDAC3 inhib -3.4, hERG protect -14.6, RGS4 pot inactive, KCNK9 block inactive, ANO1 block inactive, RGS4 block inactive, KCNK3 inh inactive, ANO1 activ inactive, SKKanGAS inh -0.6 and KCNQ1 pot inactive.
O=C(Nc1ccc(Cl)c(Cl)c1)Nc1nccs1 was read as KCNQ1 block inactive, HDAC3 inhib -0.7, hERG protect -9.1, RGS4 pot inactive, KCNK9 block inactive, ANO1 block inactive, RGS4 block inactive, KCNK3 inh inactive, ANO1 activ inactive, SKKanGAS inh 54.7* and KCNQ1 pot inactive.
`O=[N+]([O-])c1cc(Cl)ccc1Oc1ccc(-c2nnco2)cc1` gave KCNQ1 block inactive, HDAC3 inhib -1.2, hERG protect -6.0, RGS4 pot inactive, KCNK9 block inactive, ANO1 block inactive, RGS4 block inactive, KCNK3 inh inactive, ANO1 activ inactive, SKKanGAS inh -0.5 and KCNQ1 pot inactive.
For Cc1ccc(S(=O)(=O)N(C)C)cc1NC(=O)c1c(-c2c(F)cccc2Cl)noc1C the results were KCNQ1 block inactive, HDAC3 inhib 5.4, hERG protect -8.0, RGS4 pot inactive, KCNK9 block inactive, ANO1 block inactive, RGS4 block inactive, KCNK3 inh inactive, ANO1 activ inactive, SKKanGAS inh -1.4 and KCNQ1 pot inactive.
`CCOc1cc(C(=O)Nc2ccccc2F)cc(Br)c1OCC` gave KCNQ1 block inactive, HDAC3 inhib -5.0, hERG protect 1.9, RGS4 pot inactive, KCNK9 block inactive, ANO1 block inactive, RGS4 block inactive, KCNK3 inh inactive, ANO1 activ inactive, SKKanGAS inh -5.5 and KCNQ1 pot inactive.
`CCOC(=O)N1CCC(N2CCCC(C(=O)c3cc(C)c(OC)c(C)c3)C2)CC1` (stereo not given) gave KCNQ1 block inactive, HDAC3 inhib 3.8, hERG protect -7.7, RGS4 pot -8.1*, KCNK9 block inactive, ANO1 block inactive, RGS4 block inactive, KCNK3 inh inactive, ANO1 activ inactive, SKKanGAS inh -4.7 and KCNQ1 pot inactive.
CCc1nnc(NC(=O)CSc2nc3c(c(=O)n2CC)SC(C)C3)s1 (stereo not given) was read as KCNQ1 block inactive, hERG protect -10.9, RGS4 pot inactive, KCNK9 block inactive, ANO1 block inactive, RGS4 block inactive, KCNK3 inh inactive, ANO1 activ inactive, SKKanGAS inh -2.0 and KCNQ1 pot inactive.
For O=C(NCc1ccccn1)C1CCN(C(=O)c2cc3sccc3n2Cc2ccc(F)cc2)CC1 the results were KCNQ1 block inactive, HDAC3 inhib -4.8, hERG protect -14.9, RGS4 pot inactive, KCNK9 block inactive, ANO1 block inactive, RGS4 block inactive, KCNK3 inh inactive, ANO1 activ inactive, SKKanGAS inh -18.9 and KCNQ1 pot inactive.
COc1ccc2[nH]c(C)c(CN3CCC(C)CC3)c(=O)c2c1 was read as KCNQ1 block inactive, HDAC3 inhib -11.4, hERG protect -2.8, RGS4 pot inactive, KCNK9 block inactive, ANO1 block inactive, RGS4 block inactive, KCNK3 inh inactive, ANO1 activ inactive, SKKanGAS inh -9.4 and KCNQ1 pot inactive.
For O=C(N/N=C/c1ccco1)c1cc(-c2ccccc2)nc2ccccc12 the results were KCNQ1 block inactive, HDAC3 inhib 3.5, hERG protect -12.5, RGS4 pot inactive, KCNK9 block inactive, ANO1 block inactive, RGS4 block inactive, KCNK3 inh inactive, ANO1 activ inactive, SKKanGAS inh 0.3 and KCNQ1 pot inactive.
Screening Cc1ccc(C(=O)OCc2nc3ccsc3c(=O)[nH]2)o1 returned KCNQ1 block inactive, HDAC3 inhib -3.0, hERG protect -14.6, RGS4 pot inactive, KCNK9 block inactive, ANO1 block inactive, RGS4 block inactive, KCNK3 inh inactive, ANO1 activ inactive, SKKanGAS inh 0.1 and KCNQ1 pot inactive.
COc1ccc(Nc2nnc(-c3ccc(C(=O)NCCO)cc3)c3ccccc23)cc1 was read as KCNQ1 block inactive, HDAC3 inhib 1.6, hERG protect -15.4, RGS4 pot inactive, KCNK9 block inactive, ANO1 block inactive, RGS4 block inactive, KCNK3 inh inactive, ANO1 activ inactive, SKKanGAS inh 9.7 and KCNQ1 pot inactive.
O=C(Nc1ccc2c(c1)CCCN2C(=O)c1cccs1)c1ccccc1 was read as KCNQ1 block inactive, HDAC3 inhib 2.8, hERG protect -14.3, RGS4 pot inactive, KCNK9 block inactive, ANO1 block inactive, RGS4 block inactive, KCNK3 inh inactive, ANO1 activ inactive, SKKanGAS inh -1.5 and KCNQ1 pot inactive.
O=C(NC(=S)N(Cc1ccccc1)Cc1ccccc1)C1CCCCC1 was read as KCNQ1 block inactive, HDAC3 inhib -7.6, hERG protect 2.2, RGS4 pot inactive, KCNK9 block inactive, ANO1 block inactive, RGS4 block inactive, KCNK3 inh inactive, ANO1 activ inactive, SKKanGAS inh 15.5 and KCNQ1 pot inactive.
For Cc1ccsc1CN1CC(=O)N(c2c(C)cccc2C)C1=S the results were KCNQ1 block inactive, HDAC3 inhib 0.3, hERG protect -8.2, RGS4 pot inactive, KCNK9 block inactive, ANO1 block inactive, RGS4 block inactive, KCNK3 inh inactive, ANO1 activ inactive, SKKanGAS inh -3.4 and KCNQ1 pot inactive.
O=C(Nc1nc2cc3c(cc2s1)OCCO3)c1cccc(N2C(=O)CCC2=O)c1 was read as KCNQ1 block inactive, HDAC3 inhib -0.9, hERG protect -7.7, RGS4 pot inactive, KCNK9 block inactive, ANO1 block inactive, RGS4 block inactive, KCNK3 inh inactive, ANO1 activ inactive, SKKanGAS inh 21.3 and KCNQ1 pot inactive.
Cc1onc(-c2ccccc2Cl)c1C(=O)Nc1ccc(S(=O)(=O)N2CCCC2)cc1 was read as KCNQ1 block inactive, HDAC3 inhib 7.8, hERG protect -3.7, RGS4 pot inactive, KCNK9 block inactive, ANO1 block inactive, RGS4 block inactive, KCNK3 inh inactive, ANO1 activ inactive, SKKanGAS inh -2.8 and KCNQ1 pot inactive.
For Cc1ccc2cccc(N=Cc3c(C)[nH]n(-c4ccccc4)c3=O)c2n1 the results were KCNQ1 block inactive, HDAC3 inhib 12.1, hERG protect -2.0, RGS4 pot inactive, KCNK9 block -10*, ANO1 block inactive, RGS4 block inactive, KCNK3 inh inactive, ANO1 activ inactive, SKKanGAS inh 6.2 and KCNQ1 pot inactive.
Screening CC(=O)CN1Cc2ccccc2/C1=N\C(=O)Nc1ccccc1 returned KCNQ1 block inactive, HDAC3 inhib -3.9, hERG protect 3.0, RGS4 pot inactive, KCNK9 block inactive, ANO1 block inactive, RGS4 block inactive, KCNK3 inh inactive, ANO1 activ inactive, SKKanGAS inh 4.3 and KCNQ1 pot inactive.
CN(CC(=O)Nc1ccc(OC(F)(F)F)cc1)S(=O)(=O)c1cnc[nH]1 was read as KCNQ1 block inactive, HDAC3 inhib -1.1, hERG protect 1.9, RGS4 pot inactive, KCNK9 block inactive, ANO1 block inactive, RGS4 block inactive, KCNK3 inh inactive, ANO1 activ inactive, SKKanGAS inh 3.6 and KCNQ1 pot inactive.
O=C(Nc1ccc(S(=O)(=O)N2CCCCC2)cc1)c1ccccc1F was read as KCNQ1 block inactive, HDAC3 inhib -5.7, hERG protect -5.3, RGS4 pot inactive, KCNK9 block inactive, ANO1 block inactive, RGS4 block inactive, KCNK3 inh inactive, ANO1 activ inactive, SKKanGAS inh 4.9 and KCNQ1 pot inactive.
For O=C(CSc1cccc[n+]1[O-])Nc1cccc(Oc2ccccc2)c1 the results were KCNQ1 block inactive, HDAC3 inhib 2.7, hERG protect -6.6, RGS4 pot inactive, KCNK9 block inactive, ANO1 block inactive, RGS4 block inactive, KCNK3 inh inactive, ANO1 activ inactive, SKKanGAS inh -8.5 and KCNQ1 pot inactive.
For COc1ccc(NC(=O)C2CCCN(S(=O)(=O)c3cccnc3)C2)cc1 (stereo not given) the results were KCNQ1 block inactive, HDAC3 inhib -4.5, hERG protect -4.0, RGS4 pot inactive, KCNK9 block inactive, ANO1 block inactive, RGS4 block inactive, KCNK3 inh inactive, ANO1 activ inactive, SKKanGAS inh -5.4 and KCNQ1 pot inactive.
`CC1CC(C)CN(Cc2nc(N)nc(Nc3ccc4ccccc4c3)n2)C1` (stereo not given) gave KCNQ1 block inactive, HDAC3 inhib 3.8, hERG protect -15.8, RGS4 pot inactive, KCNK9 block inactive, ANO1 block inactive, RGS4 block inactive, KCNK3 inh inactive, ANO1 activ inactive, SKKanGAS inh 51.8* and KCNQ1 pot inactive.
COC(=O)c1cc(OC)c(OC)cc1NC(=S)N1CCN(C)CC1 was read as KCNQ1 block inactive, HDAC3 inhib 1.5, hERG protect -4.7, RGS4 pot inactive, KCNK9 block inactive, ANO1 block inactive, RGS4 block inactive, KCNK3 inh inactive, ANO1 activ inactive, SKKanGAS inh -5.4 and KCNQ1 pot inactive.
Screening COc1ccc(CCNS(=O)(=O)c2ccc(F)cc2)cc1OC returned KCNQ1 block inactive, HDAC3 inhib -1.4, hERG protect 0.2, RGS4 pot inactive, KCNK9 block inactive, ANO1 block inactive, RGS4 block inactive, KCNK3 inh inactive, ANO1 activ inactive, SKKanGAS inh -1.3 and KCNQ1 pot inactive.
For Cc1ccc(NC(=O)NCCCN2CCCC2=O)cc1Cl the results were KCNQ1 block inactive, HDAC3 inhib -8.7, hERG protect -1.1, RGS4 pot inactive, KCNK9 block inactive, ANO1 block inactive, RGS4 block inactive, KCNK3 inh inactive, ANO1 activ inactive, SKKanGAS inh 32.5 and KCNQ1 pot inactive.
Screening Cc1ccc(S(=O)(=O)NC(Cc2ccccc2)C(=O)O)cc1 (stereo not given) returned KCNQ1 block inactive, HDAC3 inhib inconclusive, hERG protect -19.8, RGS4 pot inactive, KCNK9 block inactive, ANO1 block inactive, RGS4 block inactive, KCNK3 inh inactive, ANO1 activ inactive, SKKanGAS inh -12.9 and KCNQ1 pot inactive.
